human PMI inhibitors – MPI inhibition at elevated mannose 6-phosphate – biochemical, fluorescence intensity, high mannose 6-phosphate, primary screen (AID 1220) | recombinant PMI enzyme, coupled fluorescence intensity; higher % means a stronger effect | one-dose inhibition, % at 20 µM; IC50 in µM for titrated hits | 190,000 tested, 0.66% active
Autophagy HCS – alters autophagy in cells. MEF GFP-LC3 puncta imaging; test concentration mostly 10 µM. calls only at 10 µM (by protocol). 190,000 tested, 0.98% active. AID 463193;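 active = percentage of spot-positive cells more than 3 SD above its plate mean, without a fluorescence outlier flag or 80% toxicity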;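 also: spot-positive cell cutoff set from DMSO-treated cells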
MT stabilize HCS – stabilizes microtubules in HeLa cells | AID 2205 | HeLa tubulin immunostaining HCS, 24 h; share of cells brighter than vehicle mean+2SD | 200,000 tested, 0.83% active | % tubulin-high responders, % at 10 µM;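 active = plate Z-score above 3 for both tubulin-high and condensed-nucleus cell shares, with cell loss under 80%, at 10 µM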;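 also: anti alpha tubulin signal scored within the nucleus-defined area of each cell; some results filed as inactive read as strong as hits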
human PMI inhibition – inhibitors of human PMI, primary screen, biochemical, fluorescence intensity, coupled assay (AID 1209); purified PMI enzyme, coupled fluorescence intensity; higher % means a stronger effect; one-dose inhibition, % at 20 µM; IC50 in µM for titrated hits; 190,000 tested, 0.42% active;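 also: plate controls were DMSO vehicle for no effect and wells lacking substrate for full effect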
T cell modulator – modulates CD8 T cell binding to vesicles. 2C CD8+ T cell-vesicle binding, flow cytometry; stronger effect = lower value. AID 2052. 330,000 tested, 0.068% active. calls only at 7 µM;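 active = response, share of CD8 T cells binding vesicles, and their 90th percentile fluorescence all below set limits, cut at about 80% in these data, passing the limit was not always enough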
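Read-out – percent CD8+ FL2 mean versus row control · System – murine 2C transgenic CD8+ T lymphocytes · Times – 1.5 h cell–vesicle binding at 37 °C, then 20 min icy labelling · Control set – naked vesicles low, QL9 vesicles with vehicle high · Detection – cytometric PE anti-B7-1 and Alexa647 anti-CD8 signals after 1% paraformaldehyde fixation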
Insulin prom up – MIN6 insulin promoter up-regulation; z-score at 5 µM; MIN6 insulin promoter-GFP reporter, high-content imaging; stronger effect = higher value; 190,000 tested, 0.3% active;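 active = z-score above 3 at 5 µM with at least 500 cells counted in the well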
b-catenin transl – beta-catenin nuclear translocation modulation. nuclear translocation activity, % at 5 µM. 190,000 tested, 0.3% active. AID 1665. HeLa beta-catenin nuclear translocation, immunofluorescence imaging;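 active = nuclear translocation activity above 50% at 5 µM, with a well cell count of 50 or more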;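 also: per-cell ratio of nuclear to cytoplasmic median beta-catenin stain intensity; plate controls were DMSO negative control for no effect and GSK-3 inhibitor IX positive control for full effect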
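System: Human HeLa cells, endogenous beta-catenin | Compound dosing: 5 µM primary, 0.02–20 µM confirmation | Timing: 24 h compound exposure at 37°C, 5% CO2 | Measured by: Fluorescence imaging of beta-catenin antibody stain plus DAPI | Read-out basis: % activation of per-cell nuclear versus cytoplasmic median beta-catenin signal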
TNAP activators – human TNAP enzyme activators, primary screen, biochemical, luminescent, no phosphate acceptor, uHTS (AID 1001). purified TNAP, luminescent activation assay, no phosphate acceptor; higher activation fold means a stronger effect. one-dose activation fold at 20 µM; EC50 in µM for titrated hits. 200,000 tested, 0.03% active; in the data active = activation fold from about 3, or a potency from the dose series; inactive = the rest, 99 in 100 with activation fold below about 1.6; also: many of its hits are not listed in these tables
Hep lipid drop – modulators of hepatic lipid droplet formation; AML12 mouse hepatocytes, oleate lipid droplets, BODIPY imaging; inhibition, % at 6.5 µM; 240,000 tested, 0.4% active;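 active = lipid droplet intensity inhibited by at least 50%, with more than 500 cells counted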
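System: AML12 hepatocytes (mouse). Probe or stimulus: oleic acid at 100 µM to induce lipid droplet formation. Times: overnight treatment with compound plus oleate. Detection: Image-based BODIPY and DAPI two-channel analysis. Evaluation: percent inhibition of filter-corrected integrated lipid droplet intensity per well.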
Insulin prom up cell count – further read-out of Insulin prom up, marked with its call; cell count; measured here: cytotoxicity, nuclei count;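 total cells summed across four imaged fields per well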
Hep lipid drop cells 6.5 µM – also measured in Hep lipid drop; calls as there; cell count; measured here: cell count, cytotoxicity flag;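 cells counted across two imaged fields per well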
b-catenin transl cell count 5 µM – also measured in b-catenin transl; calls as there; cell count; measured here: cell count, cytotoxicity flag
T cell modulator vesicle-bound % – also measured in T cell modulator; calls as there; double positive events, %; measured here: CD8+ vesicle-bound cell fraction;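 binding gate set so that unloaded-vesicle control wells show 10% double positive cells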
MT stabilize HCS Hoechst-high % – further read-out of MT stabilize HCS, marked with its call; % Hoechst-high responders; measured here: nuclear condensation Hoechst responders;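 share of cells brighter than vehicle mean plus two SD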
MT stabilize HCS cytotoxicity % – also measured in MT stabilize HCS; calls as there; toxicity, %; measured here: cytotoxicity by cell density;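 0% = mean cell density of plate MIN control wells and 100% = no cells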
Autophagy HCS cell loss 18 h – further read-out of Autophagy HCS, marked with its call; toxicity, %; measured here: cell loss, nuclei count;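 cell loss after 18 h compound exposure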
* hit, by the source's call; i = inactive; . = not tested or not shown. Rule as the data show it, unless noted: active = inhibition above about 50%; inactive = the rest.

SMILES	human PMI inhibitors	Autophagy HCS	Autophagy HCS cell loss 18 h	MT stabilize HCS	MT stabilize HCS Hoechst-high %	MT stabilize HCS cytotoxicity %	human PMI inhibition	T cell modulator	T cell modulator vesicle-bound %	Insulin prom up	Insulin prom up cell count	b-catenin transl	b-catenin transl cell count 5 µM	TNAP activators	Hep lipid drop	Hep lipid drop cells 6.5 µM
O=C(Oc1cccc2cccnc12)c1cccc(-n2cnnn2)c1	27.9%	i	5.6	2.6	2.0	0.9	-1.2%	i	29.7	0.11	1220	0.9	1065	1.1	-0.1	735
CC(=O)NC(Cc1c[nH]c2ccccc12)C(=O)O (stereo not given)	-5.3%	i	-8.4	3.6	1.3	8.7	-3.5%	i	23.9	-0.66	1347	0.4	1058	1	1.8	695
CCOc1cc(C2C(C(=O)OC(C)C)=C(C)NC3=C2C(=O)CCC3)cc([N+](=O)[O-])c1O (stereo not given)	9.6%	i	39.6	3.6	1.3	5.6	5.0%	i	47.9	-0.15	1509	0.5	1553	1	1.2	694
CCN(CC(F)(F)C(F)F)S(=O)(=O)c1ccc(NC(=O)OC)cc1	-2.3%	i	-5.0	1.7	1.9	9.2	8.1%	i	21.7	.	.	.	.	1.1	.	.
Cc1cc(C)n2c(-c3ccccc3Cl)nnc2n1	1.4%	i	-2.8	2.7	3.9	4.0	0.1%	i	2.9	-0.05	1244	0.0	534	0.8	-2.2	690
O=C(CC1SCCNC1=O)Nc1cccc([N+](=O)[O-])c1 (stereo not given)	.	.	.	.	.	.	.	i	26.1	0.59	1126	0.4	1335	.	2.5	738
CCC(=O)N1N=C(c2ccc(C)o2)CC1c1ccc(Br)cc1 (stereo not given)	17.1%	i	17.5	8.1	1.3	0.5	16.0%	i	30.3	-0.51	1500	-0.6	1087	1	7.0	597
O=c1[nH][nH]cc1C=Nc1cc(Cl)ccc1O	-10.5%	i	5.2	5.7	1.6	1.2	20.7%	i	62.8	0.1	1251	0.8	1014	2.5	-3.1	670
CC(C)C(C(=O)C=[N+]=[N-])N1C(=O)c2ccccc2C1=O (stereo not given)	-7.8%	i	2.2	0.7	1.6	5.9	-8.7%	i	20.9	0.36	1251	-1.0	1140	1.1	.	.
Cc1cc(NC(=O)c2ccc(Br)c(S(=O)(=O)N3CCCC3)c2)no1	17.0%	i	-2.9	3.2	2.5	3.9	17.0%	i	34.5	1.03	1601	-1.7	1095	1.1	2.2	629
COCCCNCCCCSc1ccc(Cl)cc1	-1.0%	i	7.4	2.3	2.8	5.6	0.4%	i	29.4	-1.09	1366	0.2	944	1.1	0.1	537
O=C(CN1CCc2ccccc21)NC(=O)NC1CCCCC1	.	.	.	.	.	.	.	i	44.6	-0.23	1092	0.7	1293	.	10.5	601
COc1ccc(NS(=O)(=O)c2ccc(N3CCOCC3)c(NC(=O)c3cccc(F)c3)c2)cc1	8.7%	i	22.4	2.9	4.1	13.3	4.5%	i	40.5	0.18	1228	-1.2	604	1.1	-2.0	681
Cc1ccccc1S(=O)(=O)c1c(C)cc(C)n(C(C)C)c1=O	14.1%	i	-25.3	2.5	2.2	6.5	14.7%	i	31.7	-0.68	1350	-1.4	839	1.1	.	.
Nc1ccccc1Sc1ccc(C(=O)c2ccccc2C(=O)O)cc1[N+](=O)[O-]	.	.	.	.	.	.	.	i	20.0	-0.52	1494	-3.5	1203	.	2.5	724
CCOC(=O)c1ccc(NCc2nc3ccccc3[nH]2)cc1	-1.4%	.	.	3.3	2.5	6.3	7.8%	i	51.1	-1.11	998	2.7	986	1.1	17.7	617
NC(=O)CSc1nc2c(sc3ccccc32)c(=O)n1CCCC(=O)NCC1CCCO1 (stereo not given)	.	.	.	.	.	.	.	i	20.2	-0.31	1410	-3.9	1201	.	-0.1	673
O=C(Nc1ccon1)c1csc2ccccc12	-2.2%	i	5.8	2.2	1.9	6.5	5.4%	i	11.7	-0.88	1345	.	.	1.1	1.1	660
CCN(CC(=O)Nc1cc(Cl)ccc1C)c1ncnc2sc(C)c(C)c12	6.7%	i	15.4	4.8	2.6	6.6	10.4%	i	40.5	-0.6	1428	-2.4	1073	1.1	-13.6	628
Cc1ccc(S(=O)(=O)N2CCC(N3CCCCCC3)CC2)cc1	-2.2%	i	-6.1	2.7	3.3	8.0	1.6%	i	32.2	.	.	-1.5	1154	1.2	-9.5	722
COc1cc(/C(C)=N/NC(=O)Cc2c(C)[nH][nH]c2=O)ccc1O	14.2%	i	4.1	5.1	2.6	5.2	20.4%	i	64.5	-0.01	1435	-1.2	1143	0.9	-28.4	642
Cc1nn(-c2ccc(F)cc2)c(Cl)c1/C=C(\CC(=O)O)c1nc2ccccc2s1	5.5%	i	-2.1	2.7	1.8	4.3	9.3%	i	10.7	.	.	.	.	1	.	.
NC(=O)[C@H]1CC2(CC(c3cccc(NC(=O)c4ccccc4)c3)=NO2)CN1C(=O)[C@H]1CCC(=O)N1 (stereo not given in full)	-0.8%	i	29.9	2.2	2.1	9.5	-5.1%	i	20.6	-0.29	1600	-0.9	1311	1.1	.	.
CCOC(=O)CC1=CC(C)(CC(=O)OCC)C(C#N)(C#N)C(N)=C1C#N (stereo not given)	15.1%	i	-6.6	4.3	2.8	3.9	14.9%	i	28.7	0.55	1833	-1.4	1117	1	2.9	632
CC[n+]1cc(-c2ccccc2)nc(N2CCOCC2)n1	-3.1%	i	-18.4	1.8	1.7	10.2	-18.0%	i	34.3	0.12	1530	-2.7	934	1.1	.	.

The results go on.
SMILES	human PMI inhibitors	Autophagy HCS	Autophagy HCS cell loss 18 h	MT stabilize HCS	MT stabilize HCS Hoechst-high %	MT stabilize HCS cytotoxicity %	human PMI inhibition	T cell modulator	T cell modulator vesicle-bound %	Insulin prom up	Insulin prom up cell count	b-catenin transl	b-catenin transl cell count 5 µM	TNAP activators	Hep lipid drop	Hep lipid drop cells 6.5 µM
CC(C)(C)C(=O)Cn1c(=N)n(Cc2ccccc2)c2ccccc21	-3.0%	i	7.1	2.7	2.1	2.5	-6.5%	i	13.9	-1.66	570	-1.9	1188	1.1	-22.5	714
O=C(CC1C(=O)NCCN1Cc1ccc(-c2ccccc2)cc1)NC1CCC1 (stereo not given)	.	i	4.1	0.9	1.2	2.9	.	i	56.5	.	.	0.4	1502	1	-0.2	640
N#Cc1c(-c2ccc(Cl)cc2Cl)nc2n(c1=O)CCS2	-6.5%	i	-4.1	1.1	1.2	4.4	-4.4%	i	23.2	-0.2	870	.	.	1.1	0.3	723
CCc1nn(CC(=O)N2CCN(Cc3ccc4c(c3)OCO4)CC2)c(=O)c2cc3occc3n12	-0.4%	i	2.6	2.1	2.1	6.4	-0.7%	.	.	.	.	-2.5	1222	1.1	-3.7	741
COc1cc(C2C(C#N)=C(N)N(c3cccnc3)C3=C2C(=O)CC(C)(C)C3)ccc1O (stereo not given)	12.9%	i	6.2	2.5	2.0	6.5	15.2%	i	40.7	.	.	.	.	1.1	-9.2	728
CSc1nc(SCC(=O)NC(c2ccccc2)c2ccccc2)c2c3c(sc2n1)CN(C)CC3	3.9%	i	9.7	2.5	1.8	6.2	4.8%	i	23.4	0.33	1371	-2.3	872	1.1	.	.
Cc1ccccc1C(=O)N1CCN(c2ccc(NC(=O)c3ccccc3[N+](=O)[O-])cc2)CC1	.	i	19.6	1.2	2.3	3.8	.	i	50.4	-0.12	1175	0.7	1545	1	15.3	713
CCc1nnc(SCc2ccc(CSc3nnc(CC)n3N)cc2)n1N	-4.4%	i	-9.6	3.2	3.1	6.1	-3.4%	.	.	-0.37	1234	.	.	1	3.1	778
Cc1cc2oc(=O)cc(CN3CCN(S(=O)(=O)c4cccs4)CC3)c2cc1C(C)C	-6.6%	i	11.3	3.5	3.7	7.2	-4.9%	i	9.3	-2.06	1106	1.4	1103	1.3	1.6	673
CCOC(=O)c1[nH]c(C)c(C(=O)N(CC)CC)c1C	-11.5%	i	1.7	3.2	3.7	5.7	-7.5%	i	38.6	-0.34	1049	.	.	1.2	.	.
CCOC(=O)c1cc(CO)cc(C(=O)OCC)c1	.	.	.	.	.	.	.	i	45.2	0.11	1434	-0.4	1309	.	-11.0	680
Brc1ccc(CSc2nnc(Cc3c[nH]c4ccccc34)o2)cc1	7.5%	i	7.1	3.3	1.6	8.4	17.7%	i	27.9	-1.32	1308	-5.8	1247	1.1	-20.9	689
Cc1ccc(-c2noc(CCC(=O)N(C)c3ccccc3C)n2)cc1	11.7%	i	1.1	2.7	1.8	7.8	-2.6%	i	21.0	-0.08	1200	-3.3	805	1.1	.	.
CCCn1nnnc1SCC(=O)N1CCCc2ccccc21	5.8%	i	-2.4	2.7	1.3	8.7	11.7%	i	39.5	0.04	1707	-0.8	990	1.1	1.5	706
COc1cc2c(cc1OC)C(/C(C#N)=N\O)=NC(C)(C)C2	1.1%	i	-0.3	2.4	3.1	10.0	1.3%	i	35.4	-0.49	1544	-0.2	1043	1	-2.0	692
O=C1CCCN1CCC1CCCCN1Cc1nc(COc2ccccc2)no1 (stereo not given)	-5.8%	i	8.9	3.5	1.6	7.7	0.6%	i	32.6	1.17	1391	-2.9	1067	1.1	-1.6	721
c1cc2nnnn2nc1N1CCCCC1	-3.7%	i	8.6	3.2	3.0	10.8	-6.5%	i	50.6	0.21	1190	-6.1	996	1.1	.	.
CNC(=O)Nc1cccc(NC(=O)NC)n1	6.1%	i	-48.7	3.8	2.7	5.7	12.7%	i	27.6	0.97	1129	3.2	1127	1.1	-0.9	740
O=C1C2CCCN2c2ccc(S(=O)(=O)N3CCOCC3)cc2N1Cc1ccccc1F (stereo not given)	-5.6%	i	21.0	2.4	1.7	7.6	4.9%	i	27.6	.	.	.	.	1.1	.	.
O=C(c1cccs1)N(c1ccc(Br)cc1)C1C=CS(=O)(=O)C1 (stereo not given)	11.7%	i	5.7	3.5	2.4	4.2	1.3%	i	32.1	0.3	1193	-0.6	1123	1.1	-2.6	757
